# NCI-60 one-dose screen, 48 h, at 10 µM unless noted. Numbers give growth in % (100 = growth as untreated, 0 = no growth, -100 = all killed).
# SN12C – SN12C renal cancer cells. 81,000 compounds, 3.8% hits. AID 1794767
# TK-10 – TK-10 renal cancer cells; 81,000 compounds, 3.9% hits; AID 1794769
# RXF 393 – RXF 393 renal cancer cells. 77,000 compounds, 6.9% hits. AID 1794773
# A498 – A498 renal cancer cells; 76,000 compounds, 5.4% hits
# CAKI-1 – CAKI-1 renal cancer; 75,000 compounds, 4.7% hits
# ACHN – ACHN renal cancer; 81,000 compounds, 4.9% hits
# 786-0 – 786-0 renal cancer cells; 81,000 compounds, 5.1% hits
# UO-31 – UO-31 renal cancer | 81,000 compounds, 5.2% hits
# Active calls of the source: *; / = no result given; & = joins results of further samples. Rule for the calls: active = growth percent below 10; inactive = the rest.
1: CCN(CC)S(=O)(=O)c1ccc(OC)c(NC(=O)c2[nH]c(C)c3c2CCCCC3=O)c1
2: N#CSCc1cc(Cl)c(CSC#N)cc1Cl
3: Cc1c(Cl)cccc1C(=O)Nc1nc2c(s1)CN(C(=O)c1ccc(C(F)(F)F)cc1)CC2
4: Fc1ccccc1Nc1n[nH]c(=S)s1
5: CCCCCCCC(=O)SCC/C=C/[C@@H]1CC(=O)NCc2nc(cs2)C2=N[C@@](C)(CS2)C(=O)N[C@@H](C(C)C)C(=O)N1
6: C/C(=N\O)c1ccc(OCC(=O)Nc2nc(-c3ccccc3)cs2)cc1
compound no.	1	2	3	4	5	6
SN12C	42	42	30	100	35	105
TK-10	14	94	64	115	/	113
RXF 393	39	34	22	116	-53*	125
A498	15	104	-20*	95	-50*	119
CAKI-1	15	38	23	113	/	100
ACHN	31	45	25	110	7.3*	115
786-0	42	71	40	101	17	110
UO-31	14	42	44	95	19	81

7: COc1cc2ncnc(Nc3ccc(S(=O)(=O)Nc4nccs4)cc3)c2cc1OCCCN1CCN(c2ccc(F)cc2)CC1
8: CC(C)(O)c1cccc(I)c1
9: CCc1cccc2c3c(sc12)C(c1ccc(F)cc1)c1c(nc(CC(=O)Nc2ccccc2)[nH]c1=O)O3 (configuration not stated)
10: O=C(N/N=c1/ccoc2cccnc12)N1CCN(c2ncccn2)CC1
11: C[C@@H]1CC2C3CCC4=CC(=O)C=C[C@]4(C)[C@@]3(F)[C@@H](O)C[C@]2(C)[C@H]1C(=O)CO (some centres not stated)
12: Nc1c(Cl)c(Cl)cc(Cl)c1Cl
compound no.	7	8	9	10	11	12
SN12C	99	98	87	/	65	120
TK-10	115	105	118	27	123	118
RXF 393	111	117	59	67	129	114
A498	106	95	64	45	60	103
CAKI-1	95	98	50	26	82	102
ACHN	101	109	100	25	101	110
786-0	108	102	94	40	111	107
UO-31	85	91	55	25	85	95

13: Cc1ccc(C2CC(c3ccc(Nc4nc(NCCO)nc(Nc5ccc(Cl)cc5)n4)cc3)=NN2c2cc(Cl)cc(Cl)c2)cc1 (configuration not stated)
14: O=S(=O)(NC1c2ccccc2Oc2ccccc21)c1cc(Cl)ccc1Cl
15: CCC1(CC)CC(=O)c2c(ccc(C(=O)C[C@@H](N)CO)c2N)O1
16: O=S(=O)(NCCNc1cc(-c2c(-c3cccc(O)c3)nc3sccn23)ccn1)c1ccc(Cl)cc1
17: Cc1ccc2c(C)c(C)c(=O)n(C)c2c1
18: Cc1ccc2c(c1)C13C(=C2c2ccccc2)CCCN1C(=O)c1ccccc13 (configuration not stated)
compound no.	13	14	15	16	17	18
SN12C	96	/	/	53	103	96
TK-10	113	96	99	84	105	111
RXF 393	89	93	102	72	114	/
A498	79	94	116	57	92	83
CAKI-1	73	89	89	36	89	49
ACHN	95	83	103	61	98	84
786-0	102	85	116	62	97	84
UO-31	70	79	83	3.5*	93	71

19: CC1=C(C#N)C2=NN=C(N)NN2C(c2ccccc2)=C1
20: NC1=NC2(CCCc3ccccc32)n2c(nc3ccccc32)N1 (configuration not stated)
21: NCCCCCCCN
22: COc1ccc(-c2cc(=O)c3ccc4c(O)cccc4c3o2)cc1
23: COc1ccc(/C=C2\SC(=S)N(CCCN3CCOCC3)C2=O)c(OC)c1
24: COc1cccc(CNc2ccc(N3CCOCC3)c(C(=O)O)c2)c1OCc1ccccc1
compound no.	19	20	21	22	23	24
SN12C	96	104	100	110	94	96
TK-10	166	97	96	119	104	96
RXF 393	122	110	101	107	108	106
A498	142	110	/	101	102	/
CAKI-1	83	82	/	93	94	101
ACHN	101	92	106	107	98	105
786-0	113	111	102	103	106	98
UO-31	72	78	85	94	87	95

25: CS(=O)(=O)/C(C#N)=C/c1c[nH]c2ccccc12
26: O=C1[C@@H](OS(=O)(=O)N2CCCC2)[C@H](c2ccc(F)cn2)N1c1cc2c3ccccc3ccc2c2ccccc12
27: Cc1cc(CC(O)(C(F)(F)F)C(F)(F)F)cc(CC(O)(C(F)(F)F)C(F)(F)F)n1
28: O=C(Nc1cccc2c1C(=O)c1ccc(Nc3cc(NC(=O)c4ccccc4)c4c(c3)C(=O)c3ccccc3C4=O)cc1C2=O)c1ccccc1
29: CC(C)OC(=O)Nc1cccc(Cl)c1Cl
30: CSC1=Nc2c(c(C)c(-c3ccccc3)n2CCCC(=O)O)C2=NC(=O)C[C@H](C)N12
compound no.	25	26	27	28	29	30
SN12C	108	99	97	99	104	122
TK-10	106	116	100	163	106	118
RXF 393	/	99	114	101	123	106
A498	133	93	94	114	112	128
CAKI-1	91	/	101	85	/	103
ACHN	107	100	115	103	111	121
786-0	110	101	103	110	106	102
UO-31	81	85	83	87	96	89

31: Oc1ccccc1-c1nn(-c2ccccc2)cc1-c1nc2ccccc2s1
32: COc1ccc(-c2nn(-c3ccccc3)cc2C2CC(c3ccc(Cl)c(Cl)c3)=NN2c2ccc(S(N)(=O)=O)cc2)cc1 (configuration not stated)
33: CC1=C2C(c3ccccc3)=NCCC2NC(=O)N1 (configuration not stated)
34: Cc1ccc(C(=O)NCCNc2nccc(Nc3ccc(S(=O)(=O)Nc4ccccn4)cc3)n2)cc1
35: N#Cc1ccc(-c2ccc(-c3cccs3)s2)cc1F
36: CCOC(=O)c1ccccc1-c1c2cc(Br)c(=O)c(Br)c-2oc2c(Br)c(O)c(Br)cc12
compound no.	31	32	33	34	35	36
SN12C	95	67	98	100	90	106
TK-10	/	91	94	102	116	101
RXF 393	108	75	102	113	83	118
A498	100	68	/	/	129	105
CAKI-1	87	50	91	102	82	104
ACHN	102	80	101	109	56	116
786-0	118	88	100	99	73	109
UO-31	83	42	84	93	70	95

# Entries listed so far with a cyano group, in the order listed:
2: N#CSCc1cc(Cl)c(CSC#N)cc1Cl
19: CC1=C(C#N)C2=NN=C(N)NN2C(c2ccccc2)=C1
25: CS(=O)(=O)/C(C#N)=C/c1c[nH]c2ccccc12
35: N#Cc1ccc(-c2ccc(-c3cccs3)s2)cc1F
compound no.	2	19	25	35
SN12C	42	96	108	90
TK-10	94	166	106	116
RXF 393	34	122	/	83
A498	104	142	133	129
CAKI-1	38	83	91	82
ACHN	45	101	107	56
786-0	71	113	110	73
UO-31	42	72	81	70

# (next part)
37: CCCNc1nc(C)[nH]c(=O)c1S
38: O=C1CCC23OC=CC2C(O)c2ccccc2N13 (configuration not stated)
39: CS(=O)(=O)c1ccc(-n2cc(/C=C/C(=O)c3ccc(NC(=O)CO[N+](=O)[O-])cc3)c(-c3ccc(Cl)cc3)n2)cc1
40: CC(=O)CN1CCCCC1
41: NS(=O)(=O)c1ccc(CCn2c(SCC(=O)c3ccc(Br)cc3)nc3ccccc3c2=O)cc1
42: Cn1cc2c(c1-c1ccccc1)CCc1cnc(N)nc1-2
compound no.	37	38	39	40	41	42
SN12C	186	104	88	94	100	97
TK-10	135	104	111	91	96	131
RXF 393	118	119	87	130	113	117
A498	180	120	117	98	98	85
CAKI-1	/	/	109	95	94	103
ACHN	95	101	89	101	101	112
786-0	110	102	68	97	89	99
UO-31	91	80	115	94	84	96

43: CC(C)COC(=O)c1ccc(NC(=O)CNCCCN(C)C)cc1
44: Cc1ccc(NCc2cn(-c3ccc(C(=O)O)cc3)nc2-c2ccc(C(=O)O)cc2)nc1
45: COc1ccc(-c2nc(NCC(=O)c3ccc(Br)cc3)[nH]c(=O)c2C#N)cc1
46: CSC1=NC=C(C#N)C2=NC(c3ccc(Cl)cc3)NN12 (configuration not stated)
47: CCCCCCCCCCCCCCCCCCOc1cccc(CC(=O)NCC[N+](C)(C)C)c1
48: CC(N=C(NC#N)Nc1ccncc1)C(C)(C)C (configuration not stated)
compound no.	43	44	45	46	47	48
SN12C	95	101	99	96	83	102
TK-10	98	97	101	/	57	89
RXF 393	72	115	101	93	20	109
A498	101	91	128	107	88	78
CAKI-1	/	96	88	96	59	90
ACHN	/	103	100	84	79	105
786-0	85	102	97	104	80	94
UO-31	69	89	87	72	86	83

49: COc1cc2c(=O)n(C3CCN(C)CC3)c3c4cc[nH]c4ncc3c2cc1OC
50: O=C(Nc1ncccc1OCc1ccccc1Cl)Nc1cccc2ccccc12
51: O=C1CCC/C=C\C[C@H]2C=CC(=O)/C2=C/C[C@H](CCc2cccc(C(F)(F)F)c2)O1
52: CC(=O)n1cc(-c2c[nH]c3ccccc23)c(-c2ccc(Br)cc2)n1
53: CC(=O)N[C@H](Cc1ccccc1)C(=O)N[C@H](CS)C(=O)N[C@@H](CCCCN)C(=O)N[C@@H](C)C(=O)N[C@H](Cc1ccccc1)C(=O)N[C@H](CCCNC(=N)N)C(=O)N[C@H](CCCNC(=N)N)C(=O)N[C@H](CCCNC(=N)N)C(=O)N[C@H](CCCNC(=N)N)C(=O)N[C@H](CCCNC(=N)N)C(=O)N[C@H](CCCNC(=N)N)C(=O)N[C@H](CCCNC(=N)N)C(=O)N[C@H](CCCNC(=N)N)C(N)=O
54: CC(C)(C)C(=O)Nc1ccc(NC(=O)C(C)(C)C)cc1
compound no.	49	50	51	52	53	54
SN12C	45	95	-38*	78	106	110
TK-10	88	91	-69*	114	106	120
RXF 393	31	94	-82*	39	117	/
A498	72	105	-80*	87	96	111
CAKI-1	72	97	12	63	88	/
ACHN	56	104	-85*	75	111	104
786-0	68	90	-79*	76	/	114
UO-31	51	90	-96*	43	100	145

# Molecules listed so far containing a thiophene ring, fused or not:
9: CCc1cccc2c3c(sc12)C(c1ccc(F)cc1)c1c(nc(CC(=O)Nc2ccccc2)[nH]c1=O)O3 (configuration not stated)
35: N#Cc1ccc(-c2ccc(-c3cccs3)s2)cc1F
compound no.	9	35
SN12C	87	90
TK-10	118	116
RXF 393	59	83
A498	64	129
CAKI-1	50	82
ACHN	100	56
786-0	94	73
UO-31	55	70

# Next section.
55: C[C@@H]1CC[C@H]2[C@@H](C)C(O)O[C@@H]3O[C@]4(C)CC[C@@H]1[C@]32OO4 (some centres not stated)
56: O=C1NC(c2ccccc2)(c2ccccc2)C(=O)N1CNc1ccccn1
57: COc1ccc(Nc2nc(-c3ccc(O)cc3)nc3n[nH]c(Nc4ccccc4)c23)cc1
58: Cc1ccc(N=NNc2ccc(C)cc2)cc1
59: O=C(Nc1ccc(C23CC4CC(CC(c5ccccc5)(C4)C2)C3)cc1)c1cccs1
60: CCCCOc1ccc(OCCCN2CCOCC2)cc1
compound no.	55	56	57	58	59	60
SN12C	24	110&104	64	93	67	94
TK-10	27	107&112	62	112	77	100
RXF 393	49	112&99	66	111	77	101
A498	68	126&92	49	90	65	104
CAKI-1	23	91&110	34	84	78	86
ACHN	22	106&110	46	71	77	/
786-0	46	111&99	52	106	79	100
UO-31	1.6*	72&97	26	57	66	67

61: Cc1ccc(Nc2nc(N)nc(CSc3nnc(-c4ccc(C)cc4)n3-c3ccccc3)n2)cc1
62: Cc1[nH]n(C(N)=S)c(=O)c1N=Nc1ccc(S(=O)(=O)Nc2ccncn2)cc1
63: O=C(N/N=C\c1ccc(F)cc1)c1ccc2nc(-c3ccc(Br)cc3)[nH]c2c1
64: N#C/C(=C\c1cc(Cl)cc(Cl)c1O)c1ccc([N+](=O)[O-])cc1
65: CCN(CC)CCCC(Nc1c2ccc(Cl)cc2nc2ccc(OC)cc12)c1ccc(F)cc1 (configuration not stated)
66: C/C(=N\Nc1nnc(/C=C\c2ccco2)c(=O)[nH]1)C(=O)O
67: COc1cccc(Nc2ncc3c(n2)CCc2cnc(Nc4cccc(OC)c4)nc2-3)c1
68: CS(=O)(=O)Nc1ccc(C(=O)NC(C(=O)NO)c2ccc(-c3cccc(F)c3)cc2)cc1 (configuration not stated)
69: COc1cc(C2C3=C(COC3=O)Nc3cc4c(cc32)OCO4)cc2c1OCO2 (configuration not stated)
compound no.	61	62	63	64	65	66	67	68	69
SN12C	82	98	29	81	26	96	76	75	23
TK-10	95	126	42	/	-60*	120	131	30	55
RXF 393	49	108	-12*	92	-71*	/	79	106	18
A498	49	87	81	85	60	122	80	96	21
CAKI-1	81	155	43	101	88	93	69	50	44
ACHN	42	106	12	97	-59*	114	74	59	/
786-0	44	103	-32*	96	-71*	100	94	73	20
UO-31	69	85	55	88	-43*	80	53	19	51
